DT40 TDP1 no CPT: qHTS for Inhibitors of human tyrosyl-DNA phosphodiesterase 1 (TDP1): qHTS in cells in absence of CPT. hit rate 15% among 420,000. Potency, µM (top dose mostly 46.2 µM), without a hit: at the highest dose activity change, negative = growth inhibition, most hits filed as inhibitors. DT40 Tdp1-/- hTDP1 cells, no CPT, ATP luminescence, 48 h; further: nearly all actives have a fitted effect of over 55% in size
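Luminescent ATP content (CellTiter-Glo) served as the growth readout. Knockout chicken DT40 cells expressing human TDP1 were exposed to compounds without camptothecin for a minimum 48 hr at 37 °C.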
TDP1 cell CPT: growth inhibition of DT40 Tdp1-/-;hTDP1 cells with camptothecin (screen for TDP1 inhibitors); Potency, µM (highest dose often 46.2 µM), for inactives: top-dose activity change, negative = growth inhibition, most hits filed as inhibitors; chicken DT40 Tdp1-/-;hTDP1 cells + 20 nM CPT, ATP luminescence, 48 h; hit rate 12% among 420,000; further: nearly all actives have a fitted effect of over 55% in size
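Cell growth measured by CellTiter-Glo luminescence after a minimum 48 h, 37 C compound exposure with 20 nM CPT in Tdp1-knockout DT40 cells stably expressing hTDP1, seeded 400/well; qHTS titration format.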
GCN5L2 inh: inhibitors of human GCN5L2 histone acetyltransferase | Q92830 | GCN5L2 HAT assay, ThioGlo1 CoA-SH fluorescence | Potency, µM (series often up to 58.9 µM), inactives show top-dose activity change, negative = inhibition, actives largely listed as inhibitors | hit rate 0.21% among 390,000 | AID 504327
Target sequence (Q92830 whole entry, looked up): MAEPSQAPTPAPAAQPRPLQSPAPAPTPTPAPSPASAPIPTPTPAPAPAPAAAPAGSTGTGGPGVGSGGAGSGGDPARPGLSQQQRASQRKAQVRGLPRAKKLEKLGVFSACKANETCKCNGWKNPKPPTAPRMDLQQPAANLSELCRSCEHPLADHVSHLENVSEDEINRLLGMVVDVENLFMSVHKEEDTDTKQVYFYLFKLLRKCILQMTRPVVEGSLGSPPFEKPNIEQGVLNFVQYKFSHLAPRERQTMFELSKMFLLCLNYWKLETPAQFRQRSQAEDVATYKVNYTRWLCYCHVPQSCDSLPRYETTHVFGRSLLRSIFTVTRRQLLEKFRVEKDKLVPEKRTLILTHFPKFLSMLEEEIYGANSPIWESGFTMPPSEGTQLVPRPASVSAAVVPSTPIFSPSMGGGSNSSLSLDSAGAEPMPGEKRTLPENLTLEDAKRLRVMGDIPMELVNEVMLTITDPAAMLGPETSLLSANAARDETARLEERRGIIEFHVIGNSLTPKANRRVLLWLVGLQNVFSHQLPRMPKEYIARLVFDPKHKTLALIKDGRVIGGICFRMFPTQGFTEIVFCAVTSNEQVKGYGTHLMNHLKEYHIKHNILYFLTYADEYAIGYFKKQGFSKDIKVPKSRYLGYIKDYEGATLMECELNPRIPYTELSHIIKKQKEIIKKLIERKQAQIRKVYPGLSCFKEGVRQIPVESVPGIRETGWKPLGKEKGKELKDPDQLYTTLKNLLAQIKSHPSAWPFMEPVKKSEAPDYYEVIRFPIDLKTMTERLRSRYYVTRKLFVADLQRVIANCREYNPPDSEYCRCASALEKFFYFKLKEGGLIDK
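Fluorescence readout, Ex340nm/Em540nm: ThioGlo1 (50uM final) reacts with free CoA thiol released as 20nM GCN5L2 acetylates H3(1-25) peptide (75uM) using acetyl-CoA (70uM). Compound and enzyme sat 15 min beforehand; 20 min room-temperature reaction.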
An asterisk follows results filed as active; ? = inconclusive; nt = no result given. The call rests on the fitted dose curve; in most records, active means well fitted curve in the direction sought with a large enough effect; inconclusive means small, poorly fitted or top-dose-only effect, or another doubt; inactive means no such curve, though single readings can be large; an effect the other way counts as inactive or inconclusive. On the % scale 0 is the no-effect control and ±100 the full control effect; potency means the concentration at half of the fitted maximal effect.

SMILES	DT40 TDP1 no CPT	TDP1 cell CPT	GCN5L2 inh
COc1ccccc1N1CCN(C(=O)c2cc(C(C)(C)C)oc2C)CC1	20.6µM*	?	1.6%
CC(=O)C1=NN(c2ccc(Cl)cc2)C(c2ccc3c(c2)OCO3)N(C(C)=O)N1C (stereo unspecified)	?	?	-8.7%
C#CCn1cc(C=C2C(=O)c3ccccc3C2=O)c2ccccc21	20.6µM*	23.1µM*	-1.1%
COc1ccc(NC(=O)c2cc3ccc4c5ccccc5[nH]c4c3cc2O)cc1	-15.6%	-0.1%	1.5%
Cc1ccc(-c2nnc(COC(=O)c3cccs3)o2)cc1	20.1%	-0.4%	-22.7%
CC1CCCCN1CCCNC(=O)Cn1ncc2c3ccccc3n(Cc3ccccc3F)c2c1=O (stereo unspecified)	18.4µM*	?	2.5%
CCOC(=O)C1CCCN(C2CC(=O)N(c3ccc(C)c(C)c3)C2=O)C1 (stereo unspecified)	-2.3%	-0.6%	-6.1%
N#CC1(P(=O)(c2ccccc2)c2ccccc2)CC1	5.2%	-2.8%	-2.5%
Cc1ccnc(-n2sc3ccccc3c2=O)n1	5.17µM*	7.31µM*	3.16µM*
Cc1sc(NC(=O)CN2CCOCC2)c(C(=O)c2ccccc2)c1C	?	-39.1%	-15.1%
CCCCn1c(-c2csc3c2CCCC3)n[nH]c1=S	-16.8%	-19.8%	-5.8%
CCOC(=O)C1=C(C)NC(=O)NC1c1ccc(OC(C)C(=O)O)c(OC)c1 (stereo unspecified)	2.3%	11.8%	-5.0%
O=C(CCS(=O)(=O)c1nc(-c2cccs2)cc(C(F)(F)F)n1)Nc1ccc(Br)cc1	3.66µM*	5.17µM*	-12.2%
COc1ccc(NC(=O)CSC2=Nc3ccccc3C3=NC(CC(=O)NCc4ccco4)C(=O)N23)cc1 (stereo unspecified)	-20.1%	-27.8%	-0.2%
O=C(c1ccc(Cl)c(S(=O)(=O)N2CCOCC2)c1)N(Cc1ccco1)Cc1cccs1	?	?	-0.8%
CC1CCCN(S(=O)(=O)Cc2ccc(Cl)cc2)C1 (stereo unspecified)	-20.4%	-8.4%	-2.2%
NC(N)=N/N=C/c1ccccc1Cl	-4.2%	?	-4.0%
COc1ccc(S(=O)(=O)NCC(=O)N(CC(=O)NCc2ccco2)C2CCCC2)cc1	-6.9%	-1.5%	-2.2%
O=C(CC1Nc2cccc3cccc(c23)NC1=O)Nc1ccccc1 (stereo unspecified)	25.9µM*	?	-3.0%
Cn1ncc(Br)c1NC(=O)CSc1ccc(Cl)cc1	?	?	0.0%

Entries of single compounds, quoted from the list. Order of values: DT40 TDP1 no CPT	TDP1 cell CPT	GCN5L2 inh
`COc1ccc(S(=O)(=O)NCC(=O)N(CC(=O)NCc2ccco2)C2CCCC2)cc1` reads -6.9%	-1.5%	-2.2%
`COc1ccc(NC(=O)CSC2=Nc3ccccc3C3=NC(CC(=O)NCc4ccco4)C(=O)N23)cc1` (stereo unspecified) reads -20.1%	-27.8%	-0.2%
`O=C(CCS(=O)(=O)c1nc(-c2cccs2)cc(C(F)(F)F)n1)Nc1ccc(Br)cc1` reads 3.66µM*	5.17µM*	-12.2%
`NC(N)=N/N=C/c1ccccc1Cl` reads -4.2%	?	-4.0%
`O=C(c1ccc(Cl)c(S(=O)(=O)N2CCOCC2)c1)N(Cc1ccco1)Cc1cccs1` reads ?	?	-0.8%

Some of the entries above, set out differently:
Order of values – DT40 TDP1 no CPT	TDP1 cell CPT	GCN5L2 inh
> COc1ccc(S(=O)(=O)NCC(=O)N(CC(=O)NCc2ccco2)C2CCCC2)cc1
  -6.9%	-1.5%	-2.2%
> NC(N)=N/N=C/c1ccccc1Cl
  -4.2%	?	-4.0%

Ordered by molar mass (rising): 3 of the compounds above.
SMILES	DT40 TDP1 no CPT	TDP1 cell CPT	GCN5L2 inh
CCOC(=O)C1=C(C)NC(=O)NC1c1ccc(OC(C)C(=O)O)c(OC)c1 (stereo unspecified)	2.3%	11.8%	-5.0%
COc1ccc(S(=O)(=O)NCC(=O)N(CC(=O)NCc2ccco2)C2CCCC2)cc1	-6.9%	-1.5%	-2.2%
O=C(CCS(=O)(=O)c1nc(-c2cccs2)cc(C(F)(F)F)n1)Nc1ccc(Br)cc1	3.66µM*	5.17µM*	-12.2%

The list goes on.
SMILES	DT40 TDP1 no CPT	TDP1 cell CPT	GCN5L2 inh
O=C(NC1CCCC1)C(c1ccncc1)N(C(=O)c1csnn1)c1cccc(F)c1 (stereo unspecified)	19.2%	12.2%	1.7%
CC(C)OCCCN1C(=O)c2[nH]nc(-c3ccccc3O)c2C1c1ccccc1F (stereo unspecified)	13µM*	13µM*	-2.5%
O=C(COc1ccc(Cl)cc1Cl)Nn1c(=S)[nH]c2ncccc2c1=O	-4.9%	4.5%	-0.6%
O=C(Nc1ccccc1Cl)c1cc(C2CCCCN2C(=O)C2CCCCC2)on1 (stereo unspecified)	?	-91.3%	nt
Clc1ccc(-c2nc3ccccn3c2CN2CCOCC2)cc1	-26.8%	-28.1%	-1.9%
O=C(NCCCCCCNC(=O)c1ccccc1O)c1ccccc1O	20.6µM*	?	11.9%
CC(=O)c1cccc(-c2ccnc3c2CC(C(=O)Nc2cccc(N(C)C)c2)O3)c1 (stereo unspecified)	?	?	nt
COc1ccc(N2CCN(C(=N)/C(C(C)=O)=C(\C)O)CC2)cc1	-9.3%	0.7%	-6.9%
CSC(=NNC(=O)c1ccc(O)cc1)SC	-15.8%	-8.0%	-2.4%
NC(=O)C1(N2CCCCC2)CCN(C(=O)Nc2ccc(Cl)c(Cl)c2)CC1	?	-27.0%	0.6%
Cn1cccc1/C=N/N1CCN(c2ccccc2)CC1	2.0%	7.7%	-1.1%
CC1Sc2ccc(C(=O)N3CCCC(C(F)(F)F)C3)cc2NC1=O (stereo unspecified)	?	?	-4.7%
CC(NC(=O)CCn1c(=O)c2cccn2c2ccc(F)cc21)c1ccccc1 (stereo unspecified)	-14.2%	-5.4%	-8.8%
CC(C)NC(=O)C1(c2ccccc2)CCOCC1	-21.0%	-10.1%	0.5%
CC1=C(C(=O)N(C(C)C)C(C)C)CC(CC(=O)NC2CC2)C(=O)N1CCC1=CCCCC1 (stereo unspecified)	?	16.4µM*	nt
CCN1C(=O)C(C)S/C1=N\S(=O)(=O)c1ccc(Cl)s1 (stereo unspecified)	-13.8%	-11.7%	-0.7%
